Screens as filed in PubChem BioAssay.
697 NFkB inh = inhibitors of the PMA/ionomycin-induced NF-kB reporter in 697 B cells; 330,000 compounds, 0.33% hits; AID 435022; inhibition, % at 4 µM; 697 B-cell NF-kB luciferase reporter, 16 h; in the data active = inhibition above about 35%
TIM10 inh = inhibits growth of TIM10 yeast strain. S. cerevisiae TIM10 strain growth, BacTiter-Glo luminescence, 24 h. inhibition, % at 10 µM. 330,000 compounds, 1.4% hits;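 active = inhibition of 40% or more at the single tested concentration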;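 note: wild-type TIM10 isogenic control strain grown at permissive 25 °C; 0% = DMSO yeast wells and 100% = minimal medium wells without yeast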
tim10-1 inh = tim10-1 yeast growth inhibition; inhibition, % at 20 µM; S. cerevisiae tim10-1 ts strain growth, BacTiter-Glo, 24 h; AID 463190; 330,000 compounds, 2.2% hits;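 active = inhibition of at least 40%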;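 note: mutant grown at 25 °C; 0% = DMSO wells with yeast and 100% = wells holding no yeast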
CHOP UPR activ = apoptotic UPR (CHOP) activation; CHO-CHOP luciferase reporter, luminescence; percent of tunicamycin response over DMSO baseline; activation, % at 10 µM; 330,000 compounds, 0.34% hits; AID 449763;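 active = at 10 µM dose, activation of 40% or more, normalized to positive control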;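 note: 100% = tunicamycin at 10 µg/mL and 0% = DMSO alone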
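Assay system: CHO-CHOP cells, stable luciferase reporter of PERK-eIF2a-CHOP signalling / Buffer or medium: F12 plus 10% serum / Compound dosing: one dose, 10 µM in 0.5% DMSO / Times: 6 h compound treatment, 37 °C / Technique: luciferase luminescence / Read-out: % reporter activation, DMSO baseline versus tunicamycin full activation / Benchmarks: tunicamycin and DMSO controls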
XBP1 UPR activ = adaptive UPR (XBP1) activation | activation, % at 20 µM | AID 463104 | CHO-XBP1 luciferase reporter, IRE1-XBP1 UPR activation, luminescence; percent of tunicamycin response, DMSO as zero | 330,000 compounds, 0.33% hits;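 active = versus positive control, 20 µM dose yields 30% or more activation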;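 note: 100% = tunicamycin at 10 µg/mL and 0% = DMSO only wells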
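incubation = overnight seeding at 37 °C, 6 h compound treatment at 37 °C | assay system = CHO-XBP1 cells stably carrying IRE1-XBP1-driven luciferase reporter | input = 1000 cells per well | detection = luciferase luminescence | dosing = single point, 20 µM final compound, 1% DMSO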
Mdm2 MdmX PPI = inhibitors of human Mdm2/MdmX interaction. O15151+Q00987. SaOS-2 split-luciferase Mdm2/MdmX complementation, luminescence. inhibition, % at 8 µM. 330,000 compounds, 3% hits;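 active = inhibition of at least 50% at 8 µM in the primary screen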
Target sequence (O15151 whole entry, looked up): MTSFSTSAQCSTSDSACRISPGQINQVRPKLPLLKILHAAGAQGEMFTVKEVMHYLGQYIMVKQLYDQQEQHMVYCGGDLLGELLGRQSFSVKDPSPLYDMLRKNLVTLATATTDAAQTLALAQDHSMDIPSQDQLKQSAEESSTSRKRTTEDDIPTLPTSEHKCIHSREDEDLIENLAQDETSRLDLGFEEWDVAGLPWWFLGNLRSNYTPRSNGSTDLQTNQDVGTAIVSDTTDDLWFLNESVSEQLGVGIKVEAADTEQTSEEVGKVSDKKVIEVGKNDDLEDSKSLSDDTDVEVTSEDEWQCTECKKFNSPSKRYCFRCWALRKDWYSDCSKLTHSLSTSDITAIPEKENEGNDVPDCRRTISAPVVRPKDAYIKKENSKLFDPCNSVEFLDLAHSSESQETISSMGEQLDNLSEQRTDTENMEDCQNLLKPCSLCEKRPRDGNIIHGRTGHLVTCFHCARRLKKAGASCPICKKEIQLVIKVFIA
Target sequence (Q00987 whole entry, looked up): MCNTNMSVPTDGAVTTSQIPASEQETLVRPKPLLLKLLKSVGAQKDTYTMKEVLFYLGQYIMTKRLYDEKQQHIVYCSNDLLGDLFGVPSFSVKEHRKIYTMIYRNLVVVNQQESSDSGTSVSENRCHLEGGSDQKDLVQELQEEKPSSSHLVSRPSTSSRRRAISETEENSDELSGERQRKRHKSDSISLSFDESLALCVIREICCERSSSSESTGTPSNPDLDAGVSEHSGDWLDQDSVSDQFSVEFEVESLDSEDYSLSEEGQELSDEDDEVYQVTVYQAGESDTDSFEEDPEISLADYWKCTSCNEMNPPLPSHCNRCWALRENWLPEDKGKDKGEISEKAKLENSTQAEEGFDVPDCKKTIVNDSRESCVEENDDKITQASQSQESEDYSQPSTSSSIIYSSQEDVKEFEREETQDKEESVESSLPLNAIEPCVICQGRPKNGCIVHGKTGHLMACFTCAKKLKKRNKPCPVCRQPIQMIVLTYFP
Jurkat NFkB inh = lowers PMA/ionomycin-induced NF-kB signal in Jurkat cells; PMA/ionomycin-induced NF-kB luciferase reporter, luminescence; AID 435003; 330,000 compounds, 0.53% hits; inhibition, % at 4 µM; in the data active = inhibition above about 50%
tim23-1 inh = growth inhibitors of tim23-1 mutant yeast; S. cerevisiae tim23-1 growth, BacTiter-Glo luminescence, 24 h; inhibition, % at 20 µM; 330,000 compounds, 1.3% hits; AID 463212;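 active = growth inhibition of the mutant yeast at or above 50%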;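 note: temperature-sensitive mutant grown at 25 °C; plate controls were DMSO-treated mutant yeast for no effect and medium wells lacking yeast for full effect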
An asterisk follows results filed as active; i = inactive.

SMILES	697 NFkB inh	TIM10 inh	tim10-1 inh	CHOP UPR activ	XBP1 UPR activ	Mdm2 MdmX PPI	Jurkat NFkB inh	tim23-1 inh
Cc1ccc(Cc2nc(-c3cccnc3)no2)cc1	-17	9	10	2.4	1	-37	-8	9
c1cnc(N2CCN(Cc3ccc4c(c3)OCO4)CC2)cn1	10	-18	14	-0.8	-1	-10	0	0
Cc1ccc(CC(=O)Nc2nc3c(s2)CCCC3)cc1	i	19	26	1.3	2	87*	-77	44
O=C(CCN1CCN(S(=O)(=O)c2ccc(Br)cc2)CC1)Nc1ccccc1F	5	1	28	-2.4	-3	8	-4	2
O=C(c1cccn2c(=O)c3ccccc3nc12)N1CCN(Cc2ccc3c(c2)OCO3)CC1	10	13	12	-1.5	-1	10	-6	15
CCCCNC(=O)COC(=O)CCC(=O)c1ccc(Cl)cc1	-2	-12	20	-1.9	-1	3	-19	26
CCC(C)(C)NC(=O)C(c1cccn1C)N(C(=O)Cn1nnc2ccccc21)c1ccccc1OC (stereo unspecified)	5	12	10	-2.7	-2	-8	3	7
Cc1ccc(C)c(S(=O)(=O)N/N=C/c2ccc(C(=O)O)cc2)c1	6	-10	14	1.1	1	-28	3	-3
COc1ccccc1N1CC(C(=O)NCCN2C(=O)S/C(=C\c3cccnc3)C2=O)CC1=O (stereo unspecified)	9	0	7	1.3	1	6	-3	12
Cc1cccc(C)c1NC(=S)N(Cc1ccccc1)Cc1cccs1	-2	24	42*	1.2	-2	0	-3	34
O=C(CNS(=O)(=O)/C=C/c1ccccc1)OC1CCOC1=O (stereo unspecified)	-10	-13	-8	-1.4	-3	-16	-15	-12
CCCS(=O)(=O)N1CCC(Cc2ccc(OC)cc2)(C(=O)OCC)CC1	2	17	1	1.9	3	9	-10	15
COc1ccc(NS(=O)(=O)c2ccc(O)c(C(=O)OCC(=O)Nc3ccc4c(c3)OCCO4)c2)cc1	2	9	10	-1.0	-1	-25	13	-5
Cn1c2ccccc2c2nnc(SCC(=O)Nc3ccccc3F)nc21	3	11	17	0.7	2	15	5	19
CCCCOc1ccc(/C=N/Nc2cc(N3CCOCC3)nc(C)n2)cc1	-48	12	25	4.7	4	18	-3	48
CC(OC(=O)C1=COCCO1)C(=O)Nc1ccccc1C#N (stereo unspecified)	-4	-1	6	1.3	1	5	-10	12
O=C(C[n+]1cccc(/C=N/O)c1)N1CCCc2ccccc21	-3	14	5	1.2	2	-16	-3	27
O=C(CC(C(=O)O)c1ccc(Cl)cc1)c1ccc(Br)cc1 (stereo unspecified)	7	12	0	1.4	-3	-8	-2	8
Cc1cccc(NC(=O)CSc2nc(C3CC3)nc3ccccc23)c1	-3	6	0	3.3	1	42	14	16
Cc1nn(CCC(=O)NCc2ccc(OC(C)C)cc2)c(=O)c2nn(-c3ccccc3)c(C)c12	-1	5	10	-0.2	-7	-9	8	7
CCN1C(=O)[C@@H]2[C@@H](c3ccc(-c4ccc(OC)cc4)cc3)N3CCC[C@@]3(C(=O)OC)[C@@H]2C1=O	-35	1	13	0.8	-1	-5	-24	7
CCOC(=O)Cc1csc(NC(=O)CSc2nnc(C(C)C)n2CC)n1	3	10	1	0.4	-1	8	5	5
Cn1cnnc1-c1cccc(NC(=O)c2cc(F)c(F)cc2Cl)c1	3	8	-1	1.0	-1	9	9	11
CN(C)C(=O)COc1ncnc2sc(-c3ccccc3)cc12	-12	-11	2	3.3	1	15	-14	8
COc1ccc(CNC(=O)c2ccc(N3CCOCC3)c([N+](=O)[O-])c2)cc1	11	-14	2	3.7	0	17	13	0
CCc1ccc(-c2nnn(Cc3nc4ccccc4s3)n2)cc1	-11	19	17	-0.6	4	-25	-5	25
Cc1nc2ccc(NC(=O)Cc3ccsc3)cc2s1	-101	-15	1	5.9	2	-25	-79	1
CCO/N=C(\C)c1c(O)c(CC)c(-c2ccccc2)n(-c2ccccc2)c1=O	6	20	23	-1.1	0	-40	2	25
COc1cccc(CNc2ncc(Br)cc2Br)c1O	-16	-1	34	5.2	5	-28	-41	35
COC(=O)Cn1c(=O)c2c(nc3n2CC(C)CN3CCc2ccccc2)n(C)c1=O (stereo unspecified)	-4	23	2	-0.7	-4	-11	-4	20
CCCCNC(=O)c1ccccc1SCc1c(C)noc1C	13	12	17	0.6	-3	10	-2	28
OCCNCCCOc1ccc(Cl)cc1Br	13	-1	13	4.3	-1	38	17	9
COc1cccc(/C=N/NC(=O)c2nnn(-c3nonc3N)c2C(C)C)c1OCc1ccc(F)cc1	2	-8	34	0.0	-6	42	19	24
S=C1NC2=C(C(c3ccc(Br)cc3)N1)N1CCC2CC1 (stereo unspecified)	17	4	-15	7.7	5	7	2	-3
O=C(NC1CCCCCCC1)c1cc(-c2ccccn2)nc2ccccc12	-14	27	13	0.4	-1	10	6	24
CCOC(=O)c1sc(NC(=O)c2cc(-c3ccc(C)cc3)nc3ccccc23)c(C#N)c1C	-17	13	17	-2.8	0	76*	0	2
Cn1c(SCC(=O)c2ccc(F)cc2)ncc(C(=O)Nc2ccccc2)c1=O	-15	-9	-7	0.7	2	13	-18	-2
COc1cccc(C(=O)Nc2cc(NC(=O)c3cccs3)ccc2C)c1	1	-27	-48	0.2	-4	11	-12	-21
CCOc1cccc(-c2nnc3sc(COc4ccc(Cl)cc4)nn23)c1	8	1	-5	-0.2	-6	-1	16	-6
O=C(COC(=O)C1=COCCO1)Nc1ncc(Cl)cc1Cl	9	-2	-13	0.9	-4	-3	-2	-4

No new results follow: 2 of the compounds above.
SMILES	697 NFkB inh	TIM10 inh	tim10-1 inh	CHOP UPR activ	XBP1 UPR activ	Mdm2 MdmX PPI	Jurkat NFkB inh	tim23-1 inh
COc1ccc(CNC(=O)c2ccc(N3CCOCC3)c([N+](=O)[O-])c2)cc1	11	-14	2	3.7	0	17	13	0
CCc1ccc(-c2nnn(Cc3nc4ccccc4s3)n2)cc1	-11	19	17	-0.6	4	-25	-5	25

(continued)
SMILES	697 NFkB inh	TIM10 inh	tim10-1 inh	CHOP UPR activ	XBP1 UPR activ	Mdm2 MdmX PPI	Jurkat NFkB inh	tim23-1 inh
S=C1NCN(CCc2ccccc2)CN1Cc1ccccc1	-7	11	22	0.6	-5	2	8	2
Cc1ccc(NS(=O)(=O)c2ccc(-c3ccc(=O)[nH]n3)o2)c(C)c1	-23	-2	1	5.6	-4	22	14	-3
O=C(NCc1ccccc1Cl)c1cc2ccccc2oc1=O	14	0	14	9.3	0	-29	-7	20
Cc1ccccc1CS(=O)(=O)Cc1ccc(C(=O)NC2CCCCC2)o1	-22	1	12	0.0	-2	6	-3	-1
CCOC(=O)Cn1c(-c2cccnc2Cl)nc2cc(C)c(C)cc21	-33	8	2	-0.5	0	-39	-6	22
CCCNC(=O)CCn1c(=S)oc2ccccc21	12	-15	-11	-1.3	0	14	-5	4
COC(=O)CCC(=O)OC1(C)C(=O)C2=CN(Cc3ccccc3)C(c3ccc(OC)cc3)=CC2=C(Br)C1=O (stereo unspecified)	14	10	-17	0.8	-2	12	7	1
CSc1cccc(NC(=O)CN(C)S(=O)(=O)c2ccc(C)cc2)c1	13	-8	9	-1.8	-5	3	-6	16
COc1ccc2c(Cl)c(-c3nnco3)sc2c1	-24	4	21	1.7	2	-3	-15	-7
CC(C)NC(=O)N1CCC(c2nc3ccccc3s2)CC1	0	13	11	2.5	-1	6	12	7
Cc1ccnn1-c1ccc(C(=O)OCC(=O)Nc2ccc(F)cc2)cc1	-9	-12	1	0.6	-1	11	-13	10
O=C(CN1CCOCC1)NNC(=S)Nc1ccccc1	6	-31	-49	1.4	2	14	-4	-21
CCOC(=O)N1CCC(Nc2nc(OC)nc(OC)n2)CC1	-35	-6	14	-3.6	1	2	-29	-2
Cc1ccc(NNC(=O)c2ccno2)c(C)c1	-4	1	-10	-0.3	-2	24	9	-2
COc1ccc(C(=O)N(C)C2CCCN(Cc3ccccc3F)C2)cc1C (stereo unspecified)	1	5	11	-1.9	-1	10	-1	-1
CCOC(=O)CNC(=O)c1sc(NC(=O)c2ccccc2)nc1C	8	20	15	1.4	0	-2	3	14
Cc1cc(N2CCOCC2)nc2ccc(NC(=S)NC(C)C)cc12	-59	8	27	0.4	2	6	-63	33
CCCc1cc(NCC2CCCO2)n2c(nc3ccccc32)c1C#N (stereo unspecified)	5	41*	41*	3.4	1	9	3	45
COc1ccc(OCc2cccc(C(=O)NN)c2)cc1	68*	13	7	-7.5	-8	-14	6	34
COc1ccc(S(=O)(=O)Nc2nnc(C)s2)cc1	23	-5	-5	-2.2	4	-2	-5	13

Full records as entered above:
Shown for O=C(CN1CCOCC1)NNC(=S)Nc1ccccc1 = 697 NFkB inh = 6; TIM10 inh = -31; tim10-1 inh = -49; CHOP UPR activ = 1.4; XBP1 UPR activ = 2; Mdm2 MdmX PPI = 14; Jurkat NFkB inh = -4; tim23-1 inh = -21
Shown for COc1ccc(S(=O)(=O)Nc2nnc(C)s2)cc1 = 697 NFkB inh = 23; TIM10 inh = -5; tim10-1 inh = -5; CHOP UPR activ = -2.2; XBP1 UPR activ = 4; Mdm2 MdmX PPI = -2; Jurkat NFkB inh = -5; tim23-1 inh = 13
Shown for Cc1cc(N2CCOCC2)nc2ccc(NC(=S)NC(C)C)cc12 = 697 NFkB inh = -59; TIM10 inh = 8; tim10-1 inh = 27; CHOP UPR activ = 0.4; XBP1 UPR activ = 2; Mdm2 MdmX PPI = 6; Jurkat NFkB inh = -63; tim23-1 inh = 33

Continued:
SMILES	697 NFkB inh	TIM10 inh	tim10-1 inh	CHOP UPR activ	XBP1 UPR activ	Mdm2 MdmX PPI	Jurkat NFkB inh	tim23-1 inh
O=C(Nc1ncc2c(n1)-c1ccccc1OC2)c1ccc(Cl)cc1Cl	-1	9	11	-1.8	1	-1	-1	6
Cc1cc(-n2c(SCCC#N)nnc2-c2cccnc2)ccc1Cl	-26	16	16	0.2	4	-7	-24	36
CC(C)(C)c1ccc(C(=O)NC(=O)COC(=O)CCS(=O)(=O)c2ccccc2)cc1	4	4	13	2.5	2	-3	-7	13
COc1ccccc1NC(=O)CN(C)S(=O)(=O)c1ccc(F)cc1	-8	3	12	3.6	5	7	12	20
Cc1cccc(COCC(CC(C)C)N2CCN(C(=O)c3ccc(C(F)(F)F)cc3)CCC2=O)c1 (stereo unspecified)	-8	16	7	1.2	-1	22	-7	20
O=C(CNC(=O)c1ccc(Br)cc1)NCC(=O)OCC(=O)c1ccc(F)cc1	15	-2	8	-0.8	-6	26	-15	-2
Cn1c(/N=C/c2cccs2)nc2ccccc21	-6	-9	6	-0.3	0	22	-25	7
COc1ccc(-c2cn(CCC(=O)O)c(-c3ccc(Cl)nc3)n2)cc1	26	-15	-18	0.9	-2	4	2	-7
COC(=O)CN(C)C(=O)c1ccc(OC)c(OC2CCN(C(C)C)CC2)c1	-10	-5	-5	1.9	-3	14	-16	-6
COc1ccc(OC(C)C(=O)NCCC2=CCCCC2)cc1 (stereo unspecified)	-8	-2	15	-0.6	1	1	-12	13
COc1ccc(CCNC(=O)c2ccc3c(c2)N(Cc2ccc(F)cc2)CCS3)cc1OC	-12	11	17	-1.0	-6	25	-11	9
Cc1c(C)n(-c2ccc(Cl)cc2)c2ncnc(N)c12	-53	8	35	1.6	3	29	-14	27
CCN1CCN(c2ccc(Cl)cc2NC(=O)c2ccc(-n3nc(C)cc3C)cc2)CC1	15	1	9	4.4	0	47	21	16
O=C(NCCNS(=O)(=O)c1cccc(C(F)(F)F)c1)c1cc(OCC(F)(F)F)ccc1OCC(F)(F)F	11	-16	7	-1.4	1	4	-2	-6
CC1CN(C(=O)c2ccc(COc3ccccc3Br)o2)CC(C)O1 (stereo unspecified)	-1	30	35	0.2	0	16	4	-23
CCOc1ccc(N(CC(=O)NCc2ccc(OC)cc2)S(C)(=O)=O)cc1	-33	2	-5	1.9	1	-43	-12	5
COc1ccccc1NC(=O)Nc1ccc(Br)cn1	15	-7	-10	-1.5	1	23	-16	-21
